Shiga toxin inh = Shiga toxin inhibition. Vero cells, Shiga toxin protein synthesis inhibition reporter. inhibition, % at 38.7 µM. actives 9.2% (n = 290,000); in the data active = inhibition mostly above about 28%, no sharp cut-off; inactive = mostly below about 43%; note: 0% is about no effect
AMA1-RON2 inh = disrupts binding of P. falciparum AMA1 to RON2; AlphaScreen AMA1-biotinylated RON2 peptide binding; Potency, µM (titrated, usually from 58.2 µM), for inactives: at the top dose activity change, negative = inhibition, most hits filed as inhibitors; actives 0.2% (n = 360,000); AID 720542;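 note: potency is the fitted concentration of half-maximal effect; 0% = vehicle wells and -100% = peptide control; nearly all actives have a fitted effect of over 45% in size; some results filed as inactive show a strong effect at the top dose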
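AMA1 (3D7) with his tag at 25 nM final met compounds first, then biotinylated RON2 peptide at 25 nM; detection used donor plus acceptor beads, 10 µg/mL apiece, read by AlphaScreen after 30 min at room temperature.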
LmPK inh = blocks Leishmania mexicana pyruvate kinase activity | Q27686 | purified LmPK, Kinase-Glo ATP luminescence, 1 h | Potency, µM (top dose mostly 57.5 µM), inactives show at the highest dose activity change, negative = inhibition, most hits filed as inhibitors | actives 0.37% (n = 290,000) | AID 1721; note: potency is the fitted concentration of half-maximal effect; % is set by controls: 0 for no effect and ±100 for the full control effect
Target sequence (Q27686 whole entry, looked up): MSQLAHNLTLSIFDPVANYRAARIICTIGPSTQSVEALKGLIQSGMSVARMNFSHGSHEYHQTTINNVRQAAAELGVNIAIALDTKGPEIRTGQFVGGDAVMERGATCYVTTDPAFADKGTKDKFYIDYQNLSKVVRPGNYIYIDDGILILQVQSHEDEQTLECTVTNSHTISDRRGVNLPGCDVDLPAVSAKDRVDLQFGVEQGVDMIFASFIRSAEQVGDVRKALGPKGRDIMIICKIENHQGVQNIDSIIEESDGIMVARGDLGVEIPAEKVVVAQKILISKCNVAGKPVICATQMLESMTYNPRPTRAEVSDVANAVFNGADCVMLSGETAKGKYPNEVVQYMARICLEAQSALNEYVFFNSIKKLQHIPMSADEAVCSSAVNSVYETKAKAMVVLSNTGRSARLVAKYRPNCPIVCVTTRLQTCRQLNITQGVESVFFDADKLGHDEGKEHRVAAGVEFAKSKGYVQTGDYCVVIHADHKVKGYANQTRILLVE
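qHTS format; LmPK 0.1 nM; substrates PEP 0.5 mM and ADP 0.1 mM. One-hour room-temperature incubation, then coupled luciferase luminescence; 0.5 nM enzyme wells mark activation.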
Pf growth 96h = P. falciparum growth inhibition at 96 hours. Potency, µM (top dose mostly 28.7 µM), for inactives: top-dose activity change, negative = inhibition, most hits filed as inhibitors. actives 6.9% (n = 320,000). P. falciparum luciferase reporter growth, 96 h; note: potency is the fitted concentration of half-maximal effect; % is set by controls: 0 for no effect and ±100 for the full control effect
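Plates of compound plus infected erythrocytes (2% hematocrit, 0.05% parasitemia final) incubate 96 hours, 37 C, 5% CO2. Detection reagent added; reduced luminescence from the parasites' luciferase reporter flags inhibition.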
Cycloheximide cs = counter-screen hit for Shiga toxin inhibitors, cycloheximide. actives 12% (n = 300,000). cell reporter, cycloheximide protein synthesis inhibition counterscreen. max response, %; in the data active = max response mostly above about 13%, no sharp cut-off; inactive = mostly below about 14%; note: read at 38.3 µM for the half of the compounds with a filed dose; 0% is about no effect
TbPYK inhibitor = blocks Trypanosoma brucei pyruvate kinase; Q57TT1; TbPYK enzyme, Kinase-Glo Plus ATP luminescence, 45 min; Potency, µM (series often up to 76.8 µM), for inactives: at the highest dose activity, negative = inhibition, actives largely listed as inhibitors; actives 0.12% (n = 410,000); AID 624173; note: potency is the fitted concentration of half-maximal effect; % is set by controls: 0 for no effect and ±100 for the full control effect; nearly all actives have a fitted effect of over 50% in size
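TbPYK + substrate in 50 mM TEA pH 7.2, 100 mM KCl, 10 mM MgCl2, 0.05% BSA, 0.01% Tween-20; cpd pinned; ADP 130 uM final; 45 min RT; Kinase-Glo Plus 10 min; luminescence endpoint.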
Pf growth 48h = P. falciparum growth inhibition at 48 hours (one generation). P. falciparum luciferase growth in erythrocytes, 48 h. Potency, µM (top dose mostly 28.7 µM), without a hit: at the highest dose activity change, negative = inhibition, actives largely listed as inhibitors. actives 5.9% (n = 310,000). AID 504832; note: potency is the fitted concentration of half-maximal effect; % is set by controls: 0 for no effect and ±100 for the full control effect
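First compound was added to culture medium, then infected red cells at 0.1% parasitemia and 2% hematocrit (final). After incubation at 37 C under 5% CO2, luciferase detection reagent was dispensed and light output recorded.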
Numbers without * were called inactive; ? = inconclusive; . = not tested or not shown; [ ] = remark or other dose. Unless noted, calls come from the whole dose curve; as a rule, active = well fitted curve in the direction sought with a large enough effect; inconclusive = small, poorly fitted or top-dose-only effect, or another doubt; inactive = no such curve, though single readings can be large; an effect the other way counts as inactive or inconclusive.

#1 CN(C)C(=O)N1CCCC(C(=O)NCCc2ccccc2)C1 (centres undefined)
#2 COc1ccc(S(=O)(=O)N2CCC(C(=O)N[C@H](C(=O)NCc3ccco3)C(C)C)CC2)cc1
#3 O=C(Nc1ccccc1Cl)C1CCCN(S(=O)(=O)c2ccc(-n3cnnn3)cc2)C1 (centres undefined)
#4 Cc1c(C(=O)N2CCOCC2)c(S(=O)(=O)Nc2ccccc2)c(C)n1C
#5 COc1ccc(C)cc1Cn1c(S(C)(=O)=O)nc2ccccc21
#6 CC1CCN(C(=O)COc2ccccc2F)CC1
#7 CC(=O)ON1C(C)(C)Cc2noc(N)c2C1(C)C
#8 CCCCNc1nc(N)ncc1[N+](=O)[O-]
screen / no.	1	2	3	4	5	6	7	8
LmPK inh	2%	5%	4%	1%	2%	0%	1%	2%
Shiga toxin inh	95*	-10	-4	-5	13	23	-24	18
Pf growth 96h	46%[activator]	-5%	4%	?	.	-5%	?	?
Pf growth 48h	102%[activator]	-14%	-18%	9%	?	22%	1%	?
AMA1-RON2 inh	0%	13%	-9%	17%	-7%	3%	-4%	0%
TbPYK inhibitor	10%	-3%	-3%	5%	-6%	-7%	5%	0%
Cycloheximide cs	26*	-3	-4	-1	7	6	-5	-1

#9 CS(=O)(=O)N1Cc2ccccc2CC1C(=O)OCC(=O)Nc1ccc2ccccc2c1 (centres undefined)
#10 COc1cccc(C2C(C#N)=C(N)N(c3ncn[nH]3)C3=C2C(=O)CCC3)c1 (centres undefined)
#11 CCc1cccc(C)c1NC(=S)N1CCCCC1c1cccnc1 (centres undefined)
#12 Cc1ccccc1C(=O)Nc1ccccc1Sc1ccccc1
#13 O=C(c1ccc(S(=O)(=O)Nc2ccc(F)cc2)cc1)N1CCN(C(=O)c2ccco2)CC1
#14 COc1ccc(CCN2CCCC(CN(C)C(=O)c3cc(C)oc3C)C2)cc1 (centres undefined)
#15 CC(C)(C)c1ccc(C(=O)NCC(=O)OCC(=O)Nc2ccccc2[N+](=O)[O-])cc1
#16 COc1cc(/C=C(\C#N)C(=O)NCC2CCCO2)ccc1OCC(N)=O (centres undefined)
screen / no.	9	10	11	12	13	14	15	16
LmPK inh	-5%	-1%	4%	5%	5%	-1%	4%	3%
Shiga toxin inh	-10	-4	10	14	-13	91*	45*	-1
Pf growth 96h	-12%	10%	26%	5%	.	35%[activator]	53%[activator]	23%
Pf growth 48h	.	-9%	7%	8%	7%	44%	26%	-12%
AMA1-RON2 inh	0%	-8%	0%	69%[activator]	11%	-1%	-10%	-9%
TbPYK inhibitor	0%	-3%	0%	5%	1%	-2%	-3%	-24%
Cycloheximide cs	-2	-2	-2	-3	-1	69*	41*	2

#17 COc1ccc(/C=C/C(=O)N(CC(C)C)C2CCS(=O)(=O)C2)cc1 (centres undefined)
#18 Nc1nc(SCC(=O)Nc2ccc(C(F)(F)F)cc2)[nH]c(=O)c1NC(=O)c1ccc(F)c(F)c1
#19 CC(=O)CC(=O)Nc1ccc(C(N)=O)cc1
#20 COc1ccc(-n2c(CCc3ccccc3)nnc2SCC(=O)NCc2ccccc2)cc1
#21 Cc1ccc(C(=O)NC(=S)Nc2ccccc2C(F)(F)F)cc1C
#22 CN1C(=O)/C(=N/OC(=O)c2ccccc2Br)c2ccccc21
#23 C=CCN1C(=O)C(Cc2ccccc2Cl)SC1=Nc1ccc(C(=O)O)cc1 (centres undefined)
#24 C[C@H](NC(=O)NCc1ccc(F)cc1)C(=O)O
screen / no.	17	18	19	20	21	22	23	24
LmPK inh	.	-8%	1%	13%	2%	2%	-1%	7%
Shiga toxin inh	.	-4	12	-17	37*	-4	2	-10
Pf growth 96h	?	?	?	10µM*	?	-60%	7%	?
Pf growth 48h	-8%	5%	11%	.	?	26%	-9%	-9%
AMA1-RON2 inh	12%	0%	-4%	-16%	65%[activator]	8%	-2%	-7%
TbPYK inhibitor	3%	-9%	1%	-15%	2%	-5%	2%	1%
Cycloheximide cs	.	0	-5	-4	16*	3	-1	-2

#25 COc1ccccc1CNC(=O)N/C=C/c1ccc(Cl)cc1
#26 CN(c1cccc(NC(=O)c2ccc(C(C)(C)C)cc2)c1)S(C)(=O)=O
#27 S=C1SCN(Cc2cccnc2)CN1Cc1ccccc1
#28 CCOc1ccc(CC(=O)C2=C(N3CCOCC3)CC(C)(C)CC2=O)cc1OCC
#29 COc1ccccc1N1CCN(C(=O)C(C)NC(=O)c2ccco2)CC1 (centres undefined)
#30 CCCc1cc(=O)n2[nH]c(NCc3cccs3)nc2n1
#31 C=CCn1c(CCC(=O)Nc2ccc(C)c(Cl)c2)nnc1SCC(=O)Nc1ccccc1C
#32 O=[N+]([O-])c1ccc2cn[nH]c2c1
screen / no.	25	26	27	28	29	30	31	32
LmPK inh	12%	10%	9%	2%	.	-4%	1%	-3%
Shiga toxin inh	-5	42	-5	-8	.	-9	-4	-10
Pf growth 96h	-8%	-10%	?	6.6µM*	-8%	.	?	29%
Pf growth 48h	-7%	272%[activator]	?	-14%	-7%	15%	?	17%
AMA1-RON2 inh	17%	36%[activator]	44%[activator]	-3%	1%	-6%	2%	-3%
TbPYK inhibitor	-2%	4%	-3%	-5%	6%	4%	3%	1%
Cycloheximide cs	7	43*	17	-2	.	6	11	-2

A few values from the results shown.
Pf growth 96h result of entry 29 : -8%
Shiga toxin inh result of entry 32 : -10
Pf growth 96h result of entry 26 : -10%
AMA1-RON2 inh result of entry 30 : -6%

(cont.)
#33 Cc1c(NC(=O)CN2c3cccc4cccc(c34)S2(=O)=O)c(=O)n(-c2ccccc2)n1C
#34 CN1CCN(c2nc(N)cc(=O)[nH]2)CC1
#35 COc1ccc(-n2nc3cc(C)c(NC(C)=O)cc3n2)cc1
#36 CC(C)C(=O)NC(c1ccccc1)c1cc([N+](=O)[O-])c2cccnc2c1O (centres undefined)
#37 CN(c1ccc(OCC(=O)O)cc1)S(=O)(=O)c1ccc2ccccc2c1
#38 Cn1c(=O)c2ncn(CC(=O)O)c2n(C)c1=O
#39 CCCCNC(=S)N(C)N=C1CCC(c2ccccc2)CC1 (centres undefined)
#40 Cc1cc(=O)n2cccc(O)c2n1
screen / no.	33	34	35	36	37	38	39	40
LmPK inh	-3%	-1%	-2%	6%	1%	-3%	4%	-2%
Shiga toxin inh	-2	-3	140*	-14	-4	-4	-4	14
Pf growth 96h	-19%	58%[activator]	1%	0.37µM*	-8%	8%	?	33%[activator]
Pf growth 48h	-7%	38%[activator]	94%[activator]	-8%	.	18%	?	?
AMA1-RON2 inh	25%	0%	-2%	?	0%	-8%	-6%	74%[activator]
TbPYK inhibitor	-6%	-3%	0%	-7%	-11%	-8%	?	3%
Cycloheximide cs	-2	-7	32*	1	-2	-2	-1	-2

Record cards, from the list above. Screens in order: LmPK inh	Shiga toxin inh	Pf growth 96h	Pf growth 48h	AMA1-RON2 inh	TbPYK inhibitor	Cycloheximide cs
CCCCNC(=S)N(C)N=C1CCC(c2ccccc2)CC1 (centres undefined) as listed: 4%	-4	?	?	-6%	?	-1
COc1ccc(-n2nc3cc(C)c(NC(C)=O)cc3n2)cc1 as listed: -2%	140*	1%	94%[activator]	-2%	0%	32*

(more compounds)
#41 CCOc1ccc(C(=O)NC2CC(C)(C)NC(C)(C)C2)cc1
#42 Cc1cc(C(=O)Nc2c(C)n(C)n(-c3ccccc3)c2=O)c2ccccc2n1
#43 COc1ccc(OCC(=O)NNC(=O)c2cccs2)cc1
#44 CCC(CC)n1[nH]c(=O)cc1N
#45 Cn1cc(CN2CCCC(C(=O)Nc3ccc(-c4cccc(F)c4)cc3)C2)cn1 (centres undefined)
#46 c1ccc(-n2cc(CN3CCCC3)c(-c3ccc4c(c3)OCO4)n2)cc1
#47 O=C(CCOc1ccccc1)Nc1ccnn1C1CCN(Cc2ccc(CO)o2)CC1
#48 COc1ccc(/C=C/C(=O)NCC(c2ccc(F)cc2)N2CCOCC2)cc1OC (centres undefined)
screen / no.	41	42	43	44	45	46	47	48
LmPK inh	4%	1%	-3%	0%	3%	3%	-6%	0%
Shiga toxin inh	.	-13	-4	-3	-7	-2	20	-3
Pf growth 96h	?	41%[activator]	47%[activator]	4%	0%	?	?	?
Pf growth 48h	19%	-4%	10%	-2%	?	5.2µM*	-23%	8.3µM*
AMA1-RON2 inh	-3%	6%	16%	8%	-5%	-3%	8%	0%
TbPYK inhibitor	0%	6%	-6%	2%	-1%	-25%	3%	-23%
Cycloheximide cs	-2	-2	-2	-5	1	8	1	5

#49 CCC(C)NC(=O)NCc1ccccc1F (centres undefined)
#50 c1ccc(CSc2nnnn2-c2cccc3ccccc23)nc1
#51 O=C(CCC(=O)Nc1ccccc1Cl)NNC(=O)c1ccccc1[N+](=O)[O-]
#52 CC1=NOC2(C)Nc3ncnn3C(c3ccccc3)C12 (centres undefined)
#53 COc1ccc(S(=O)(=O)N2CCN(C(=O)C3CCCCC3)CC2)cc1
#54 C=CCN(CC=C)C(=O)CN1C(=O)c2ccccc2C1=O
#55 CCCCn1nnnc1NCc1ccc(OC)c(OC)c1
#56 COc1ccccc1NC(=O)C(C)Sc1nc(-c2ccccc2)cn1N (centres undefined)
screen / no.	49	50	51	52	53	54	55	56
LmPK inh	-5%	16%	7%	5%	1%	0%	-4%	.
Shiga toxin inh	14	10	-6	-5	9	-8	-12	.
Pf growth 96h	?	36%[activator]	1%	39%	85%[activator]	38%[activator]	.	-30%
Pf growth 48h	2%	8%	39%[activator]	.	-3%	-9%	16%	?
AMA1-RON2 inh	-15%	1%	51%[activator]	12%	-15%	14%	9%	-10%
TbPYK inhibitor	1%	-1%	-2%	1%	-1%	7%	6%	-1%
Cycloheximide cs	1	-2	-5	6	-2	-4	-2	.

Exported as tab-separated lines: entries from further up
nr	canonical_smiles	LmPK inh	Shiga toxin inh	Pf growth 96h	Pf growth 48h	AMA1-RON2 inh	TbPYK inhibitor	Cycloheximide cs
7	CC(=O)ON1C(C)(C)Cc2noc(N)c2C1(C)C	1%	-24	?	1%	-4%	5%	-5
8	CCCCNc1nc(N)ncc1[N+](=O)[O-]	2%	18	?	?	0%	0%	-1

New compounds follow:
#57 OCC1(CCOc2ccccc2)CCN(Cc2ccc(OC(F)F)cc2)CC1
#58 O=C(O)CCc1ccc(-c2cccs2)o1
#59 CN(C)S(=O)(=O)c1cc(NC(=O)CN2CCN(c3ccc(O)cc3)CC2)ccc1Cl
#60 CCCNC(=S)N1CCC(NC(=O)C23CC4CC(CC(C4)C2)C3)CC1
#61 COc1ccc([N+](=O)[O-])cc1NC(=O)CSCc1ccccc1
#62 Cc1ccccc1OCc1csc(N)n1
#63 COc1cccc(N2C(=O)C(c3ccccc3)=C(c3nc4ccccc4s3)C2NC(C)=O)c1 (centres undefined)
#64 Cc1ccc(C2=NN(C(=O)CSc3nnnn3C)C(c3ccco3)C2)cc1 (centres undefined)
screen / no.	57	58	59	60	61	62	63	64
LmPK inh	0%	19%	?	0%	-3%	5%	-6%	.
Shiga toxin inh	-7	12	25	-1	5	33	2	.
Pf growth 96h	10µM*	.	?	162%[activator]	?	43%[activator]	?	-28%
Pf growth 48h	8%	3%	?	?	4%	45%[activator]	.	?
AMA1-RON2 inh	-7%	-6%	-1%	-7%	-4%	-10%	-30%	2%
TbPYK inhibitor	2%	?	-8%	5%	-8%	-1%	-2%	-14%
Cycloheximide cs	2	12	-1	2	-5	16*	-4	.

Screening data as filed in PubChem BioAssay.
